ERAP1 HTS inh: inhibitors of human ERAP1 aminopeptidase; Q9NZ08; recombinant ERAP1, Leu-AMC fluorescence, 60 min; inhibition, % at 10.7 µM; 340,000 tested, 0.15% active; AID 652197;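 active means mean replicate inhibition of at least 30%, or all replicates individually reaching that 30% level; inactive means mean below 30% and not every replicate reaching it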;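 further: 0% = neutral control wells and 100% = L-leucinethiol positive control wells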
Target sequence (Q9NZ08 whole entry, looked up): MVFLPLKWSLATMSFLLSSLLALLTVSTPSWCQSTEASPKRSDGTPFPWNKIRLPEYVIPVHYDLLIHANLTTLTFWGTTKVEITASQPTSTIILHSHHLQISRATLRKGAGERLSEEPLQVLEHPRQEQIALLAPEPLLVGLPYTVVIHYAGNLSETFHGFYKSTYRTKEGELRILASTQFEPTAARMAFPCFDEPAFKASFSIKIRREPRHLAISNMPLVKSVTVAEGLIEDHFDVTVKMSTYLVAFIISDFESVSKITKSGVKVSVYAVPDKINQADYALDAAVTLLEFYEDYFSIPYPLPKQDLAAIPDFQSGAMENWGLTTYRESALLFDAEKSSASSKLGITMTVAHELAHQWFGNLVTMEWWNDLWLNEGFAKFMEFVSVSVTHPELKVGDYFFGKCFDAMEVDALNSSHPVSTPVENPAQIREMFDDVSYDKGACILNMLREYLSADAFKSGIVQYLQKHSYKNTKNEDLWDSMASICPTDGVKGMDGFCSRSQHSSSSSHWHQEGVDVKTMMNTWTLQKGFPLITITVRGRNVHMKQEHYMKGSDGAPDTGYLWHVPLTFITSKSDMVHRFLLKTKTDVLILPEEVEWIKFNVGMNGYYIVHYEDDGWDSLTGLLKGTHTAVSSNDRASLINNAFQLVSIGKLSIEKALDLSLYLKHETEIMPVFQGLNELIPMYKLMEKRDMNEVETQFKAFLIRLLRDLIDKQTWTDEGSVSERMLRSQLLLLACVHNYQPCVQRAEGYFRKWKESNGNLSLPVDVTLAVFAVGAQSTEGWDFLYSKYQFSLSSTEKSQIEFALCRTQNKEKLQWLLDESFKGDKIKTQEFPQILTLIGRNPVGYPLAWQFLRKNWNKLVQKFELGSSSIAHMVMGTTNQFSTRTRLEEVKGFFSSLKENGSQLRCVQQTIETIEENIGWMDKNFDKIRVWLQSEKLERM
S100A4 inh HTS: blocks human S100A4 binding to myosin IIA peptide. P26447. S100A4/TAMRA-MyoIIA peptide fluorescence polarization. inhibition, % at 10.7 µM. 360,000 tested, 0.14% active. AID 652163;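 active means mean inhibition of at least 70% across replicates, with every replicate also reaching that level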
Target sequence (P26447 whole entry, looked up): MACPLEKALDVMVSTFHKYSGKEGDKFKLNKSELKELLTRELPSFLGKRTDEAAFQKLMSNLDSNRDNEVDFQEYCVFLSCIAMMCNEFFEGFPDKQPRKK
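incubation = readout 5 min after mixing, signal stable up to 60 min | system = S100A4 monomer protein | buffer or medium = HEPES pH 7.2 with CaCl2, KCl, NaCl, DTT, Triton | benchmarks = neutral control DMSO, positive control TFP | also added = fluorescent myosin IIA peptide, 5 nM | compound dosing = one concentration per compound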
Cneo AK release: causes C. neoformans cell lysis | adenylate kinase release luminescence, 4 h; normalised: neutral wells 0, clomiphene wells 100 | lysis activity, % at 15 µM | 360,000 tested, 0.2% active | AID 651654;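 active means mean lysis activity across replicates of at least 80%, whatever share of replicates individually reach that level; inactive means mean lysis activity below 80%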
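Signal: Adenylate kinase release luminescence | Assay system: Log-phase Cryptococcus neoformans yeast cells | Input: Cells at 5 × 10^6 per mL | Buffer or medium: Fresh YPD growth medium | Compound: Single dose | Schedule: Static 4 h at 37 °C with compound, 1 h detection | Controls: Clomiphene | Read-out: Luminescence rise reflecting yeast cell lysis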
SIRT5 block: inhibitors of human sirtuin-5 desuccinylase | AID 652115 | Purified SirT5, succinyl-peptide AMC, trypsin-coupled fluorescence | inhibition, % at 15 µM | 330,000 tested, 1.1% active; in the data active means inhibition above about 15%
Statin myotox sup: suppressors of simvastatin-induced myotoxicity in C2C12 myotubes. ATP luminescence, 48 h; scaled: DMSO 0, geranylgeraniol control 100. rescue of ATP level, % at 7.49 µM. 330,000 tested, 0.78% active;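 active means mean ATP rescue above about 67%, or every replicate alone reaching that limit, limit read from the data, passing the limit was not always enough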;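 further: myotubes were challenged with 10 µM simvastatin during compound exposure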
LGR2 antag: Drosophila LGR2 receptor signaling inhibition; HEK293 LGR2, CRE-luciferase, bursicon-stimulated, 4 h; inhibition, % at 9.99 µM; 380,000 tested, 0.35% active;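 active means drop in luminescence signal, shown as inhibition above about 50% in the replicate tests, limit read from the data, passing the limit was not always enough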;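 further: agonist challenge used bursicon conditioned medium at about half maximal strength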
PGC1a acetyl inh: lowers PGC1a acetylation signal in U2OS cells | AlphaScreen anti-acetyl-lysine; with virally co-expressed GCN5 acetyltransferase | inhibition, % at 15.6 µM | 350,000 tested, 0.17% active;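 active means every replicate shows inhibition of at least 40%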;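 further: 0% = neutral control wells and 100% = positive control wells; some results beyond the cut were filed as inactive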
XiGFP reactiv: reactivates the inactive X chromosome in mouse fibroblasts; AID 743238; 360,000 tested, 0.055% active; XiGFP mouse fibroblasts, % GFP-positive cells imaging, 3 d; cells co-treated with 5-aza-dC sensitizer; scaled so ellipticine positive control = 100%; activation, % at 7.58 µM;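 active means mean normalized replicate activation at least 10% and every replicate at or above 10%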;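 further: 0% = median of on-plate neutral control wells and 100% = ellipticine 6 µM median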
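material = 68-5-11 XiGFP fibroblast line | medium = DMEM plus 5-aza-dC sensitizer | schedule = 3 days compound exposure | benchmarks = positive control ellipticine, 6 µM final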
The depositor's hits bear a star; x = no result given. An excerpt. The share of hits here may be higher or lower than overall.

nr | SMILES | ERAP1 HTS inh | S100A4 inh HTS | Cneo AK release | SIRT5 block
1 | C=CCNc1nc2cc(-c3cccc(Cl)c3)sc2c(=O)n1C | -1 | 1 | -1 | -3
2 | CN1c2ccc(-c3ccc(F)cc3)cc2[C@@H]2[C@@H](CCN2C(=O)c2ccccn2)[C@H]1CO | 1 | -10 | -6 | -2
3 | CCN(CC)C(=O)n1nc(C)c(CN2C(=O)c3ccccc3C2=O)c1C | 4 | 3 | x | 0
4 | Cc1nnc(NC(=O)C(C)Sc2nnc(-c3ccco3)n2C)s1 (centres undefined) | -8 | -5 | x | -1
5 | CC(=O)Nc1ccc(S(=O)(=O)Nc2nc3ccccc3nc2Cl)cc1 | 1 | 3 | x | -3
6 | Cc1nc2ccc(NC(=O)/C=C/C(=O)O)cc2nc1C | -3 | -1 | x | 0
7 | CCCCCC1CC(=O)N(Cc2ccccc2)C(=O)N1 (centres undefined) | x | x | -3 | x
8 | CSc1ncccc1C(=O)N1CCN(S(=O)(=O)c2ccc(F)cc2)CC1 | 2 | 4 | 0 | 0
9 | Cc1cccc(C(=O)N[C@H](C(=O)OCc2cc(=O)n3c(n2)sc2ccccc23)C(C)C)c1 | 10 | -4 | x | -6
10 | COc1ccc(OC)c(S(=O)(=O)NCC(c2ccco2)N2CCc3ccccc32)c1 (centres undefined) | -3 | 3 | -15 | -5
11 | C[C@@H]1CCCCO[C@H](CN(C)Cc2ccc(C(F)(F)F)cc2)[C@H](C)CN([C@H](C)CO)C(=O)c2cc(NS(=O)(=O)c3cn(C)cn3)ccc2O1 | 0 | 5 | 2 | 10
12 | CC1(c2ccc(OC(F)F)cc2)NC(=O)N(CC(=O)Nc2ccccc2)C1=O (centres undefined) | 0 | -1 | -5 | 5
13 | C[C@H](NC(=O)[C@@H]1[C@@H](CO)[C@@H]2Cn3c(cccc3=O)[C@H]1N2C(=O)C1CCC1)c1ccccc1 | -4 | 2 | -3 | 4
14 | CCCCCNC(=O)C(c1cccc2ccccc12)n1c(=O)c(-c2ccccc2)nc2ccccc21 (centres undefined) | -3 | 0 | x | x
15 | CO[C@H]1CN(C)C(=O)c2ccc(NC(=O)Nc3ccccc3F)cc2OC[C@@H](C)N(C(C)=O)C[C@H]1C | 2 | -7 | 0 | -5

nr | Statin myotox sup | LGR2 antag | PGC1a acetyl inh | XiGFP reactiv
1 | -32 | -52 | -15 | 0.4
2 | 33 | -14 | 6 | 0.1
3 | 12 | -5 | 5 | x
4 | -3 | 3 | -12 | 0.0
5 | x | -6 | x | 0.3
6 | x | -15 | 6 | 0.0
7 | -3 | -11 | 2 | x
8 | 6 | 13 | 4 | 0.0
9 | x | x | x | 0.0
10 | 30 | 15 | x | 0.0
11 | x | 17 | -3 | -0.9
12 | 2 | -32 | x | 0.0
13 | -3 | -13 | x | 0.2
14 | x | 8 | x | -0.1
15 | -12 | 6 | 5 | -0.3

Retrieved by structure from the entries so far:
nr | SMILES | ERAP1 HTS inh | S100A4 inh HTS | Cneo AK release | SIRT5 block
12 | CC1(c2ccc(OC(F)F)cc2)NC(=O)N(CC(=O)Nc2ccccc2)C1=O (centres undefined) | 0 | -1 | -5 | 5
10 | COc1ccc(OC)c(S(=O)(=O)NCC(c2ccco2)N2CCc3ccccc32)c1 (centres undefined) | -3 | 3 | -15 | -5
3 | CCN(CC)C(=O)n1nc(C)c(CN2C(=O)c3ccccc3C2=O)c1C | 4 | 3 | x | 0
9 | Cc1cccc(C(=O)N[C@H](C(=O)OCc2cc(=O)n3c(n2)sc2ccccc23)C(C)C)c1 | 10 | -4 | x | -6
14 | CCCCCNC(=O)C(c1cccc2ccccc12)n1c(=O)c(-c2ccccc2)nc2ccccc21 (centres undefined) | -3 | 0 | x | x

nr | Statin myotox sup | LGR2 antag | PGC1a acetyl inh | XiGFP reactiv
12 | 2 | -32 | x | 0.0
10 | 30 | 15 | x | 0.0
3 | 12 | -5 | 5 | x
9 | x | x | x | 0.0
14 | x | 8 | x | -0.1

Following part:
nr | SMILES | ERAP1 HTS inh | S100A4 inh HTS | Cneo AK release | SIRT5 block
16 | CCCCOc1ccc(C(=O)NCC(=O)NCC(c2ccco2)N2CCCCC2)cc1 (centres undefined) | -4 | -9 | x | -5
17 | Cc1ccc(S(=O)(=O)Nc2ccc3c(c2)C(=O)N([C@@H](C)CO)C[C@@H](C)[C@@H](CN(C)CC2CCCCC2)OCCCC[C@@H](C)O3)cc1 | -1 | 11 | -12 | 3
18 | CCOC(=O)c1cnn(CC2CCCCC2)c1N | x | x | 1 | x
19 | CC(=O)Oc1ccc2c(=O)c(-c3ccccc3)c(C)oc2c1 | 10 | -3 | -2 | x
20 | C[C@@H]1CCCCO[C@@H](CN(C)Cc2ccc3c(c2)OCO3)[C@H](C)CN([C@H](C)CO)C(=O)c2cc(NS(=O)(=O)c3ccc(Cl)cc3)ccc2O1 | 1 | -3 | -8 | 6
21 | COc1ccc(C2Nc3ccccc3C(=O)N2c2ccc(C)cc2)cc1Cn1cc([N+](=O)[O-])cn1 (centres undefined) | -2 | 0 | -2 | -5
22 | CCc1nc2ccc(C(=O)NCCc3ccccc3OC)cc2nc1CC | 2 | -6 | -3 | -3
23 | CCNC(=O)C[C@@H]1CC[C@@H]2[C@H](COc3ccc(NC(=O)Nc4cccc(OC)c4)cc3C(=O)N2C)O1 | x | x | -1 | x
24 | OC(c1ccc2c(c1)OCO2)c1ncc(-c2ccc(Cl)cc2)[nH]1 (centres undefined) | 2 | 12 | 1 | 0
25 | COc1ccccc1N1CCN(CC(=O)Nc2cc(C)nn2-c2nc(C)cc(C)n2)CC1 | -2 | -3 | 11 | -3
26 | COc1ccc(NC(=O)Nc2ccc3c(c2)C(=O)N([C@@H](C)CO)C[C@@H](C)[C@H](CN(C)C(=O)CCC(F)(F)F)OCCCC[C@@H](C)O3)cc1 | -1 | 6 | 0 | 8
27 | COc1ccc(N2CCN(c3oc(COc4ccc(Cl)cc4Cl)nc3C#N)CC2)cc1 | -2 | -5 | 7 | -3
28 | Cc1c(C(=O)Nc2ccc(F)cc2)nnn1-c1cccc(C(F)(F)F)c1 | 2 | -4 | -1 | -4
29 | C[C@@H]1CN([C@@H](C)CO)C(=O)c2ccccc2-c2ccccc2CO[C@H]1CN(C)C(=O)Nc1ccc(F)cc1 | 1 | -25 | -3 | 0
30 | CC(=O)N1CCc2cc(S(=O)(=O)NCCC(=O)NC3CCCCCC3)ccc21 | -5 | 1 | 0 | 4

nr | Statin myotox sup | LGR2 antag | PGC1a acetyl inh | XiGFP reactiv
16 | 12 | 17 | 10 | 0.0
17 | x | 4 | -14 | 0.3
18 | -5 | -15 | -12 | x
19 | 0 | -17 | 2 | x
20 | x | -7 | -5 | 0.2
21 | -33 | -27 | 5 | x
22 | 9 | -7 | 2 | 0.0
23 | 2 | -10 | -6 | 0.2
24 | 4 | 0 | x | 0.0
25 | -52 | 6 | 0 | 0.0
26 | x | -11 | 7 | 0.1
27 | 6 | -7 | x | x
28 | -7 | -6 | x | 0.2
29 | x | 3 | 9 | 0.3
30 | 2 | -4 | 0 | 0.0

The listing continues.
nr | SMILES | ERAP1 HTS inh | S100A4 inh HTS | Cneo AK release | SIRT5 block
31 | CCCCn1c(N)c(N(CCOC)C(=O)c2ccc(N3CCCC3)c([N+](=O)[O-])c2)c(=O)[nH]c1=O | 4 | 12 | x | 1
32 | Cc1cccc(N2Cc3ccccc3C2=NC(=O)c2ccc(Cl)nc2)c1 | -1 | -1 | 1 | -1
33 | O=C(c1ccc(-c2cccc(C(F)(F)F)c2)o1)N1CCN(c2ccccc2O)CC1 | 2 | -5 | -3 | 1
34 | CCC(CC)C(=O)Nc1cccc(SC)c1 | -2 | 11 | x | -6
35 | O=C(CC1CC1)N1CC2(C1)[C@@H](c1ccccc1)[C@H](CO)N2C(=O)c1ccccn1 | 1 | -8 | x | 4
36 | Cc1noc(C)c1NC(=O)Nc1ccc2c(c1)C(=O)N([C@H](C)CO)C[C@@H](C)[C@@H](CN(C)C(=O)NC(C)C)O2 | -1 | -8 | -2 | 1
37 | Cc1ccc(NC(=O)Cc2nc(COC(=O)c3c(F)cccc3Cl)cs2)cc1 | 1 | -8 | 0 | -5
38 | COc1ccccc1-c1cc(C(=O)Nc2cc(C)on2)no1 | 7 | 1 | 0 | 0
39 | Cc1ccc(S(=O)(=O)Nc2ccc3c(c2)C(=O)N([C@@H](C)CO)C[C@@H](C)[C@@H](CN(C)C(=O)Nc2c(C)noc2C)OCCCC[C@H](C)O3)cc1 | 1 | -5 | 7 | -7
40 | CCCNC(=O)C[C@@H]1CC[C@H]2[C@H](COc3ccc(NC(=O)Nc4cccc(C)c4)cc3C(=O)N2C)O1 | 1 | -18 | 1 | -2
41 | Cc1ccc(S(=O)(=O)N2CCOCC2)cc1NC(=O)CSc1ccccn1 | -3 | 1 | -4 | 2
42 | Cc1noc(C)c1S(=O)(=O)Nc1ccc2c(c1)CC(=O)N([C@@H](C)CO)C[C@H](C)[C@@H](CN(C)C(=O)NC1CCCCC1)O2 | 2 | 2 | -2 | -2
43 | Cn1c(N)c(-c2ccccc2)c2ccc([N+](=O)[O-])cc2c1=O | 5 | -5 | -1 | -1
44 | CCCCOC(=O)c1ccc(N/C(=N\S(=O)(=O)c2ccccc2)c2ccccc2)cc1 | 3 | -8 | x | 1
45 | O=C(COC(=O)c1cccnc1)Nc1ccc2c(c1)OCO2 | 5 | -2 | x | 2

nr | Statin myotox sup | LGR2 antag | PGC1a acetyl inh | XiGFP reactiv
31 | x | -20 | x | 0.1
32 | x | x | -7 | 0.1
33 | 1 | -11 | -5 | 0.0
34 | x | 16 | x | 0.0
35 | x | -26 | -2 | 0.0
36 | -18 | 4 | -1 | -0.5
37 | -15 | 0 | -2 | 0.0
38 | 8 | x | 5 | x
39 | x | -9 | 4 | 0.2
40 | -10 | -15 | -7 | 0.0
41 | 0 | -15 | -4 | 0.2
42 | -18 | 5 | -1 | 0.2
43 | -17 | -14 | x | 0.2
44 | x | 20 | x | 0.0
45 | x | -14 | -19 | -0.1

Next part.
nr | SMILES | ERAP1 HTS inh | S100A4 inh HTS | Cneo AK release | SIRT5 block
46 | Cc1cccc(NCc2nnc(-c3ccccc3)o2)c1C | 3 | -10 | x | 2
47 | COc1ccc(COCC23N=C4SCCCN4[C@H](c4ccccc4O2)[C@H]3CO[Si](C)(C)C(C)(C)C)cc1 | -1 | 1 | 4 | 3
48 | COc1cccc(C2CC(c3cccc(OC)c3)n3nc(N)nc3N2)c1 (centres undefined) | x | 3 | -1 | x
49 | COc1ccccc1CN1CC(C(=O)N2CCC(C(=O)c3ccccc3)CC2)CCC1=O (centres undefined) | 3 | 0 | 0 | -1
50 | CC(C)C[C@@H](CNCC(=O)[C@H](CC(=O)O)NC(=O)c1[nH]cnc1C(=O)N[C@H](CN)CC(C)C)NC(=O)c1nc[nH]c1C(=O)N[C@@H](Cc1ccccc1)C(=O)O | x | 0 | 3 | x
51 | C[C@@H]1CN([C@@H](C)CO)C(=O)c2cc(NS(C)(=O)=O)ccc2O[C@@H]1CN(C)Cc1ccc(-c2ccccc2)cc1 | -1 | -2 | -2 | 3

nr | Statin myotox sup | LGR2 antag | PGC1a acetyl inh | XiGFP reactiv
46 | -1 | -22 | -1 | -0.1
47 | x | x | 2 | x
48 | 3 | 1 | x | 0.0
49 | 2 | -9 | -5 | 0.0
50 | 10 | 7 | 1 | 0.0
51 | 9 | 19 | 7 | -0.1
